Screening results (PubChem)
GPR7 antagonist: blocks human GPR7 receptor signaling; P48145; GPR7-expressing cells, fluorescence antagonist assay; inhibition, % at 4.4 µM; 290,000 compounds, 1.1% hits; AID 1861; in the data active = inhibition above about 16%, passing the limit was not always enough;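 note: cells stimulated with the agonist NPW; 0% = agonist with vehicle and 100% = vehicle without agonist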
Target sequence (P48145 whole entry, looked up): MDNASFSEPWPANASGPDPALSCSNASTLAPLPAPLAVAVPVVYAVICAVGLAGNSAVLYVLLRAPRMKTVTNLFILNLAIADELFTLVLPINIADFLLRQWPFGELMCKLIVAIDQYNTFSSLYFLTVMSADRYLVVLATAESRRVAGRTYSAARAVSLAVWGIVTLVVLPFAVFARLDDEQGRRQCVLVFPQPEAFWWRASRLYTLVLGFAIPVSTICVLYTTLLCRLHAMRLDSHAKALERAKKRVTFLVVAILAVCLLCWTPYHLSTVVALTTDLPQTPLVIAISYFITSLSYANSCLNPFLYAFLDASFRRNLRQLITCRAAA
FID counter: counter-screen for HCV NS3 helicase inhibitors: DNA intercalator displacement. DNA fluorescent intercalator displacement, fluorescence. inhibition, % at 7.9 µM. 290,000 compounds, 0.17% hits. AID 1845; in the data active = inhibition above about 37%;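 note: 0% = vehicle and 100% = reference compound; higher means more ethidium bromide displaced from hairpin DNA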
M18AAP inhibitor: PfM18AAP enzyme inhibition; recombinant PfM18AAP, H-Glu-NHMec fluorogenic cleavage; AID 1822; 290,000 compounds, 1.2% hits; inhibition, % at 7.35 µM;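 active = inhibition above the campaign mean inhibition over all tested compounds plus 3 SD, cut at about 28% in these data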;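 note: 0% = plate median of test compound wells and 100% = 2 mM ZnCl2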
PHOSPHO1 block: inhibitors of human PHOSPHO1 phosphatase | Q8TCT1 | recombinant PHOSPHO1, absorbance phosphatase assay | inhibition, % at 13.3 µM | 290,000 compounds, 1.1% hits; in the data active = inhibition above about 60%
Target sequence (Q8TCT1 whole entry, looked up): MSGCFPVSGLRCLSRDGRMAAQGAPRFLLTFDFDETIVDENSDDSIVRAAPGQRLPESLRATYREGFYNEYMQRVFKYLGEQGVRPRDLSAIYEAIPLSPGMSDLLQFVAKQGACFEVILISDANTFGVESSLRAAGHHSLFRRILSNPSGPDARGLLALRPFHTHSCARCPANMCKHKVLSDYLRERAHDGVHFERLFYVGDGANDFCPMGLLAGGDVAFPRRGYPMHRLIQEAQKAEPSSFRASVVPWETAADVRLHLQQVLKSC
MEKK2mut PB1 HTS: signal of MEK5 binding to mutant human MEKK2 PB1 domain; bead flow cytometry, Alexa488-MEK5 binding to MEKK2 mutant; percent response, % at 10 µM; 290,000 compounds, 0.35% hits; in the data active = percent response above about 24%, passing the limit was not always enough; note: inactives centre near 1; some results filed as inactive read as strong as hits; reference of the scale not given here
OXTR agonist: activates the human oxytocin receptor; CHO-OTR cells, Fluo-8 calcium fluorescence; normalized: DMSO 0%, oxytocin 100%; activation, % at 3 µM; 320,000 compounds, 0.32% hits; AID 2435;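 active = activation above the mean of all tested compounds plus 3 SD, cutoff set per screening run, cut at about 20% in these data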;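 note: peak over basal fluorescence ratio from a 100 s FLIPR kinetic read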
Target sequence (P30559 whole entry, looked up): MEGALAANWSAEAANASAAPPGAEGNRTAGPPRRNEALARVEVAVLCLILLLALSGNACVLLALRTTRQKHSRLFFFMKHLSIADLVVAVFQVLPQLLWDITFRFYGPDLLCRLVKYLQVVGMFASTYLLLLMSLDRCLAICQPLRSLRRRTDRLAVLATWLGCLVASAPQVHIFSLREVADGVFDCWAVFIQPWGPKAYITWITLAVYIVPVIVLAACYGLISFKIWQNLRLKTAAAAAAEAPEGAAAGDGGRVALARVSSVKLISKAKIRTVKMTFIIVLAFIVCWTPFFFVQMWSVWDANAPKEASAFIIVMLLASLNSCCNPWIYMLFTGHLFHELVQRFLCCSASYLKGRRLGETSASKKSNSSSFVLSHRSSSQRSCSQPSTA
MEKK2wt PB1 HTS: raises or lowers MEK5 binding to wildtype human MEKK2 PB1 domain; bead flow cytometry, Alexa488-MEK5 binding to MEKK2 WT; actives lie on both sides; 290,000 compounds, 1.1% hits; binding response (% of control), % at 10 µM; Q9Y2U5; in the data active = binding response below about 67% or above about 130%
NALP1 yeast inh: NALP1 inhibition; 280,000 compounds, 0.61% hits; inhibition, % at 10 µM; AID 2071; S. cerevisiae NALP1/ASC/caspase-1 growth, X-gal OD620, 72 h; in the data active = inhibition mostly above about 24%, no sharp cut-off; inactive = mostly below about 32%; note: some compounds called inactive have numbers as strong as hits
MEKK3 PB1 HTS: MEKK3-MEK5 PB1 interaction, increase or decrease. bead-based flow cytometry, Alexa488-MEK5 binding to MEKK3; actives lie on both sides; 0 = blocked by unlabeled MEK5, 100 = vehicle. binding response (% of control), % at 10 µM. 290,000 compounds, 1.4% hits. AID 1529;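 active = binding response more than 3 SD above or below the average of its plate-row segment, actives on both sides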;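 note: Alexa488 bead fluorescence after subtracting the streptavidin-only scavenger bead signal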
The depositor's hits bear a star; . = no result given; [ ] = dose if it differs, or a comment.

SMILES	GPR7 antagonist	FID counter	M18AAP inhibitor	PHOSPHO1 block	MEKK2mut PB1 HTS	OXTR agonist	MEKK2wt PB1 HTS	NALP1 yeast inh	MEKK3 PB1 HTS
Cc1ccc2c(c1)cc(C(=O)NCc1ccccc1)n2C	3	-5	2	39	2	-0.2	106	9	108
Cc1cnc(C)c(N(C)NC(=S)Nc2ccccc2)n1	-3	-1	4	7	5	0.0	105	7	106
COC(=O)c1c(NC(=O)C(=O)NCCCN2CCOCC2)sc2c1CCCC2	0	13	1	26	12	-0.3	110	12	101
COc1cc(-c2nnn(CC(=O)NCc3ccccc3)n2)cc(OC)c1OC	7	-10	1	-24	-13	1.6	86	12	91
CCOC(=O)C1(Cc2cccc(OC)c2)CCN(Cc2cccc3cnccc23)CC1	12	2	-2	-7	-12	-2.4	89	17	85
Cc1cc(C)cc(N(CC(=O)NCc2ccccc2Cl)S(=O)(=O)c2c(C)[nH]c(=O)[nH]c2=O)c1	2	-62	0	4	1	-0.4	104	7	97
O=C(Nc1nc(C2C3CC4CC(C3)CC2C4)cs1)c1cc2cc([N+](=O)[O-])ccc2oc1=O (configuration not stated)	-3	0	1	7	.	0.1	.	40	.
Cc1cc(C)cc(Oc2ccc(NC(=O)C3CC=CCC3C(=O)O)cc2)c1 (configuration not stated)	-3	-24	-1	32	-4	-0.8	87	12	75*[inhibitor]
CC[C@H](C)[C@H](NS(=O)(=O)c1ccc(C)cc1)C(=O)N1CCC(C(=O)N[C@H](C(=O)O)C(C)C)CC1	-11	-35	-1	-13	3	1.4	106	9	102
Cc1nnc(SCC(=O)Nc2c(Cl)cccc2Cl)[nH]c1=O	-15	4	-1	14	15	0.6	116	1	114
CC(C)(C)NC(=O)NCCc1ccccc1	-10	-1	-6	20	-4	0.6	96	2	95
Cc1ccc(/C=N/NC(=O)c2nnn(-c3nonc3N)c2CSc2ccccc2)s1	-4	-8	-2	29	8	0.2	106	18	107
CN(C)CCOC(=O)CCc1ccccc1	-15	-4	3	25	13	0.9	109	9	108
Cc1ccc(-c2nn(CC(=O)NCC3CCCO3)c(=O)c3ccccc23)cc1 (configuration not stated)	-1	-28	-17	2	9	-2.0	104	9	99
Cc1ccccc1-c1nnc(-c2cccs2)o1	-2	-4	1	15	-6	-2.9	96	-1	98
COC(=O)COc1ccc2c(=O)c(Oc3ccccc3Br)coc2c1	33	-10	0	22	0	0.0	100	10	100
Cc1ccc(CNc2ccc(N3CCOCC3)cc2)s1	8	1	3	-16	4	1.0	109	5	104
COCCn1c(/C=C/c2ccccc2)nc2ccccc21	1	-8	2	30	1	-1.1	97	8	92
COC(=O)c1c(NC(=O)Cc2cccs2)sc2c1CCC(C)C2 (configuration not stated)	-7	0	0	47	1	-0.9	97	39	104
O=C(CSc1nc2c(c(=O)n1-c1ccc(Cl)cc1)SCC2)Nc1nccs1	-9	-6	5	-27	2	-2.0	105	14	106
CCC(Oc1ccccc1)C(=O)Nc1ccccc1OC (configuration not stated)	-3	-12	2	17	-5	-1.7	95	5	97
Cc1ccc(/C=N/NC(=S)NCCc2ccccc2)s1	-9	5	0	3	-4	-1.3	91	13	99
CN1CCN(c2ccccc2NC(=O)c2cc(Br)ccc2Cl)CC1	-7	5	7	25	4	6.2	105	9	95
C=CCOc1ccccc1/C=N/NC(=O)Cc1ccccc1	-5	-16	-7	3	6	-1.7	109	8	103
CN(C)c1ccc(CN(C(=O)c2cccs2)C2CCS(=O)(=O)C2)cc1 (configuration not stated)	-5	-14	11	28	-7	0.0	95	-23	97
CCCc1nc(Cl)c(C#N)c2c1CCCC2	-10	-8	3	1	10	-2.4	108	27	99
COc1ccc(CN(C)CC(=O)Nc2cc3oc4ccccc4c3cc2OC)c(OC)c1	-10	10	-10	10	-2	-1.1	113	34	105
CN(C)c1ccc(C2N(c3ccc(F)cc3)C(=O)C3CCCN32)cc1 (configuration not stated)	-18	0	3	9	19	0.6	18*	-3	92
CC1(C)Cc2c(c(=S)nc(-c3ccccc3)n2CCOCCO)CO1	-7	-11	1	35	5	0.2	98	-8	99
COCCNC(=O)CCc1nc2cccnc2n1Cc1ccc(OC)cc1	-2	-8	-16	24	4	.	105	14	109
FC(F)(F)c1cc(Nc2ccccc2)nc(-c2ccccn2)n1	4	-22	-3	20	9	-1.8	109	26	103
CCOc1cc(/C=C/c2cc(C(=O)O)c3ccccc3n2)ccc1OC	-12	0	-4	-2	2	-0.3	104	15	104
COc1cccc2cc(C(=O)Nc3cccnc3N3CCOCC3)c(=O)oc12	-14	3	-5	7	6	1.1	110	-12	106
CCOc1ccc(C(=O)Nc2nc(C)c(C(=O)OC)s2)cc1	-17	-10	-14	19	-3	-0.9	98	16	98
COC(=O)C(C)(C)NC(=O)c1cccs1	2	1	4	5	2	1.7	98	-5	97
Cc1ccc(OCC(=O)Nc2ccc([N+](=O)[O-])cc2)cc1	2	4	-6	-6	0	-1.4	100	31	99
COc1ccc(-c2cc(C(F)(F)F)c(C#N)c(SCC(=O)O)n2)cc1	-4	-22	2	14	-2	-0.9	97	0	99
COC1(NS(=O)(=O)c2ccc(Br)cc2)C(C)=CC(=O)C=C1C	-4	0	1	-2	-5	1.2	95	-3	95
COc1ccccc1NC(=O)N1c2ccc(F)cc2CCC1C (configuration not stated)	4	-1	-11	-10	7	0.1	117	28	115
NNC(=O)c1ccc([N+](=O)[O-])c(CS(=O)(=O)c2ccc(Cl)cc2)c1	10	4	-16	35	.	-0.3	.	10	.
COC(=O)c1ccc(NC(=O)c2ccc3nc(C)sc3c2)cc1	-8	-25	-1	41	14	0.8	108	1	110
COc1ccc2c(c1)c(/C=N/Nc1ccc(C(=O)O)cc1)c(C)n2C	-6	-18	6	-103	-21	1.7	93	.	90
CN1CCCCCC1=Nc1ccccc1C#N	-16	5	5	3	5	-0.4	100	26	100
CSc1ccc(S(=O)(=O)N2CC(=O)Nc3ccccc32)cc1	-11	-1	4	.	1	0.3	100	-9	99
NC(=O)C1CCN(Cc2nnnn2Cc2ccco2)CC1	-2	3	-1	5	1	0.3	103	-4	99
NC(=O)[C@H]1CC2(CC(c3cccc(NC(=O)COc4ccc(Cl)cc4)c3)=NO2)CN1C(=O)c1ccccc1C(=O)c1ccccc1 (some centres not stated)	.	.	.	35	2	1.7	89	.	94
Cc1cc(NC(=O)c2cccs2)no1	-21	-2	1	25	0	-1.5	102	.	103
CCN(CC)C(=O)CC(c1ccc2c(c1)OCO2)c1c(OC)cc(OC)c2ccc(=O)oc12 (configuration not stated)	.	.	.	26	2	1.7	129	15	114

Six of the compounds above, with values under each structure.
Below each SMILES: GPR7 antagonist	FID counter	M18AAP inhibitor	PHOSPHO1 block	MEKK2mut PB1 HTS	OXTR agonist	MEKK2wt PB1 HTS	NALP1 yeast inh	MEKK3 PB1 HTS
> COc1ccccc1NC(=O)N1c2ccc(F)cc2CCC1C (configuration not stated)
 : 4	-1	-11	-10	7	0.1	117	28	115
> NNC(=O)c1ccc([N+](=O)[O-])c(CS(=O)(=O)c2ccc(Cl)cc2)c1
 : 10	4	-16	35	.	-0.3	.	10	.
> COC(=O)c1ccc(NC(=O)c2ccc3nc(C)sc3c2)cc1
 : -8	-25	-1	41	14	0.8	108	1	110
> COc1ccc2c(c1)c(/C=N/Nc1ccc(C(=O)O)cc1)c(C)n2C
 : -6	-18	6	-103	-21	1.7	93	.	90
> CN1CCCCCC1=Nc1ccccc1C#N
 : -16	5	5	3	5	-0.4	100	26	100
> CSc1ccc(S(=O)(=O)N2CC(=O)Nc3ccccc32)cc1
 : -11	-1	4	.	1	0.3	100	-9	99

(cont.)
SMILES	GPR7 antagonist	FID counter	M18AAP inhibitor	PHOSPHO1 block	MEKK2mut PB1 HTS	OXTR agonist	MEKK2wt PB1 HTS	NALP1 yeast inh	MEKK3 PB1 HTS
CNC(=O)c1nnsc1S(=O)c1ccc(Cl)cc1 (configuration not stated)	10	11	-207	4	-2	.	100	93*	101
CCOC(=O)C1CCN(C(=O)N(CC)CC)CC1	-14	-3	4	3	1	0.4	99	5	101
Cc1ccc2c(c1)NC(=O)c1cc([N+](=O)[O-])ccc1O2	-8	1	-22	1	-2	-0.4	98	44	106
O=C(Nc1ccc2c(c1)OCO2)c1cccc2c1C(=O)N(Cc1cccnc1)C2	0	-10	-7	-10	3	0.2	107	0	103
COc1ccc(-c2csc(N3CCN(C(=O)c4ccco4)CC3)n2)cc1	-3	-32	8	33	-5	4.3	98	-19	93
COc1ccc2[nH]c3c(c2c1)CCNC3=O	.	.	.	.	0	-0.2	99	.	99
CCCOC(=O)Nc1c(C)cccc1C(C)C	-3	-3	2	33	8	-1.9	109	23	104
COc1cccc(OCc2cc(C(=O)N3CCN(C(C)=O)CC3)no2)c1	6	-16	0	22	-1	0.1	101	-10	104
CCOC(=O)N1CCC(N(CCOC)C(=O)Nc2ccc(CC)cc2)CC1	-5	-21	3	12	3	-0.9	100	5	105
CCCC(c1nnnn1CS(=O)(=O)c1ccc(C)cc1)N1CCN(CC)CC1 (configuration not stated)	7	19	-15	37	-5	0.3	97	12	102
COc1ccc(NC(=O)CSc2ccccc2)cn1	-2	1	3	37	-7	-0.4	88	-2	96
Cc1ccc(-n2c(C)nnc2SCC(=O)N2CCc3ccccc3C2)cc1C	-5	-34	-5	42	-2	-1.8	96	-1	101
COc1ccc(NC(=O)CSc2nc3[nH]ncc3c(=O)n2-c2ccccc2C)cc1OC	-18	-22	23	-3	-1	-2.1	98	30	98
COc1ccc(NC(=O)CS(=O)(=O)c2ccccc2Cl)cc1	8	-5	8	16	-2	-1.4	104	8	103
CC1=C(C(=O)N2CCOCC2)C(c2ccc(C)cc2)NC(=S)N1 (configuration not stated)	0	-1	0	3	6	1.2	83	31	101
COc1ccc(CCNC(=O)COC(=O)c2cnc(C)cn2)cc1OC	-12	4	7	-14	-1	0.4	98	13	97
CC(C)COC(=O)c1cc(-c2ccc(/C=N/n3cnnc3)o2)ccc1Cl	-10	-4	23	-14	-2	-1.0	99	26	99
N#Cc1c(SCc2ccccc2)nc(N2CCOCC2)c2c1CCCC2	-16	1	-2	9	-8	-0.1	90	-8	102
COc1ccc(C2=NOC(C(=O)NCc3ccccn3)C2)cc1OC (configuration not stated)	0	-5	-4	-20	-6	0.4	97	2	102
CCC(NC(=O)NCc1cccnc1)(C(F)(F)F)C(F)(F)F	2	0	2	-38	-3	2.5	97	-3	97
Cc1ccc(CNC(=O)C2CC(=O)N(CCC(C)C)C2)cc1 (configuration not stated)	-1	-20	3	4	-45	0.0	8.0*[inhibitor]	-5	5.0*[inhibitor]
CN1C(=O)/C(=C\c2cc(N=Nc3ccccc3)ccc2O)SC1=S	0	1	-1	17	.	-0.6	.	7	.
C=CCc1ccc(OCC(O)CN2CCc3ccccc3C2)c(OC)c1 (configuration not stated)	-3	6	-1	41	4	1.2	110	24	100
Cc1ccc(NC(=O)c2cc(C)nc3ccccc23)c(C)c1	-11	-7	7	3	3	-1.2	104	19	106
CCCNc1nc2c(c(=O)[nH]c(=O)n2C)n1Cc1ccc(F)cc1	-8	-7	1	26	5	-0.7	117	.	118
CCOC(=O)c1ccc2nc(C)c(C)nc2c1	-14	-2	1	32	-3	-0.2	98	.	98
N#CCCn1cc(C(=O)Nc2ccc(C(=O)O)cc2)c(-c2cc3ccccc3o2)n1	2	-10	-7	-10	1	0.0	102	1	104
Cc1cccc(NC(=S)NCc2cccs2)c1	-2	-5	6	-1	-2	-1.0	97	2	97
COc1ccc(N2C(=O)C3CCCN3C2c2cccc(F)c2)cc1Cl (configuration not stated)	-10	-7	7	16	-3	-1.6	98	7	99
